GAA inh: alpha-glucosidase (human) inhibition; Potency, µM (doses to about 76.9 µM), for the others: at the highest dose activity change, negative = inhibition, actives largely listed as inhibitors; P10253; purified human GAA, 4-MU-alpha-glucoside fluorescence; hit rate 0.005% among 200,000;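 further: plate controls were uninhibited enzyme wells for no effect and no-enzyme background for full effect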
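Fluorescence at Ex 365/Em 440 nm from 4-methylumbelliferone reported enzyme activity after 20 min at room temperature. Reactions used 4 nM enzyme and 400 uM substrate at pH 5.0; curves fitted with the Hill equation.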
aGlu spleen mod: inhibits or activates alpha-glucosidase in human spleen homogenate; human spleen homogenate, 4-MU-alpha-glucoside fluorescence; Potency, µM (top dose mostly 79.9 µM), inactives show at the highest dose activity change, negative = inhibition, usual class: inhibitors; hit rate 0.006% among 240,000;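 further: 0% = enzyme with vehicle and -100% = no enzyme basal signal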
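Enzyme source: human spleen homogenate, 1 ug/well. Buffer 50 mM citric acid/K phosphate pH 5.0, 0.01% Tween-20. 4-MU-alpha-glucoside 1 mM; 37 C x 40 min; NaOH/glycine stop; fluorescence.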
SMN2 splice enh: SMN2 splice variant enhancement; HEK293 SMN2-luciferase splicing reporter, luminescence, 30-36 h; Potency, µM (series often up to 46.1 µM), inactives show at the top dose activity change, positive = activation, actives largely listed as activators; hit rate 2.8% among 210,000; further: % of control where 0% means no effect; nearly all actives have a fitted effect of over 55% in size
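HEK293 cells carry an SMN2 […]–luciferase reporter in which exon 7 inclusion puts luciferase in frame. Cells were plated 10-12 h before compound addition, then incubated 30-36 h at 37C. ONE-Glo luminescence was read; sodium butyrate at 4.5 mM final served as control.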
ALDH1A1 inh: inhibitors of human aldehyde dehydrogenase 1A1; P00352; Purified ALDH1A1, NADH fluorescence, propionaldehyde substrate; Potency, µM (series often up to 75.3 µM), inactives show at the highest dose activity, negative = inhibition, usual class: inhibitors; hit rate 7.3% among 220,000; AID 1030; active means well fitted inhibition curve with a large enough effect, not every such curve was filed as active; inconclusive means small, poorly fitted or top-dose-only effect, or another doubt; inactive means no such curve, though single readings can be large or run the other way;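 further: plate controls were no enzyme wells and a reference inhibitor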
Target sequence (P00352 whole entry, looked up): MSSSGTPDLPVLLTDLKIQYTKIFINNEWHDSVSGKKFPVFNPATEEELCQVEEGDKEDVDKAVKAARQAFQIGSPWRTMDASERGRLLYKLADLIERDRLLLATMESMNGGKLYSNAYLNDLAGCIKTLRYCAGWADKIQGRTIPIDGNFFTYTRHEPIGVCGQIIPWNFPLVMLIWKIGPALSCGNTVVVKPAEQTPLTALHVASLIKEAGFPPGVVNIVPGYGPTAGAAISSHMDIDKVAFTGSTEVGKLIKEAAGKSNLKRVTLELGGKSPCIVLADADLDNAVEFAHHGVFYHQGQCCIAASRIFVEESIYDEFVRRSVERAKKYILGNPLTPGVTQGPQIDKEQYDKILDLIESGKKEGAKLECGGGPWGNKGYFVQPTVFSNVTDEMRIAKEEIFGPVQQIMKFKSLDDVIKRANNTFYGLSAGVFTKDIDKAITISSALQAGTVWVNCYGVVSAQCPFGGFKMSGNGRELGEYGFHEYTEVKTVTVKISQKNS
GAA glycogen: inhibitors or activators of human alpha-glucosidase glycogen cleavage | Potency, µM (highest dose often 76.4 µM), inactives show at the top dose activity change, negative = inhibition, usual class: inhibitors | AID 2100 | P10253 | hit rate 0.38% among 300,000 | recombinant GAA, glycogen substrate, Amplex Red glucose oxidase fluorescence;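 further: 0% = full enzyme reaction and -100% = no-enzyme basal signal; the screen sought inhibitors and activators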
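Recombinant human alpha-glucosidase (4 nM final) hydrolysed bovine liver glycogen (30 ug) for 40 min at 37 C in pH 5.0 citrate/phosphate with 0.01% Tween-20. Released glucose detected by glucose oxidase/Amplex Red, Ex 573/Em 610 nm. Compounds up to 77 uM; AC50 from Hill fits.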
aGal spleen mod: inhibitors or activators of human alpha-galactosidase in spleen homogenate | P06280 | hit rate 0.008% among 240,000 | human spleen homogenate, 4MU-alpha-Gal fluorescence, 40 min | Potency, µM (series often up to 80 µM), inactives show top-dose activity change, negative = inhibition, hits mostly inhibitors | AID 2107;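 further: 0% = enzyme with vehicle and -100% = no enzyme basal signal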
Target sequence (P06280 32-429 limits assumed): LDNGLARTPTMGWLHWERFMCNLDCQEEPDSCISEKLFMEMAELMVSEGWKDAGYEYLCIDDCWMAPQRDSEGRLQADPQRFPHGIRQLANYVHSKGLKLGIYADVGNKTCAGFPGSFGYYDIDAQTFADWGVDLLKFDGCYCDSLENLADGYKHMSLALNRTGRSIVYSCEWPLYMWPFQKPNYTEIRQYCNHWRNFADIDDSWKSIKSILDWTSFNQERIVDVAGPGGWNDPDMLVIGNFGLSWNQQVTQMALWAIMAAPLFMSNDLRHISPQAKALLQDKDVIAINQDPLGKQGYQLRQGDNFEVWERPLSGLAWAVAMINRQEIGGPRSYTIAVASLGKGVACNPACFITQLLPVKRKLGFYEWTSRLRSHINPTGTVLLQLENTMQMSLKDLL
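Human spleen homogenate (1 ug) as enzyme source, 4-methylumbelliferyl-alpha-D-galactopyranoside 1 mM final, citrate/phosphate pH 5.0 with 0.01% Tween-20. Compounds 40 min at 37C, NaOH/glycine stop; fluorescence Ex 365/Em 440, Hill-fit AC50.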
GoLoco inh red: blocks human Gai1 binding to RGS12 GoLoco peptide, red readout; P63096; Gai1:RGS12 GoLoco peptide FP, rhodamine, 10 min; Potency, µM (top dose mostly 61.6 µM), without a hit: at the top dose activity, negative = inhibition, usual class: inhibitors; hit rate 0.44% among 230,000; active means well fitted inhibition curve with a large enough effect, not every such curve was filed as active; inactive means no such curve, though single readings can be large or run the other way; further: on the % scale 0 is the no-effect control and ±100 the full control effect; nearly all actives have a fitted effect of over 30% in size; many of its hits are not listed in these tables
JMJD2E inh: JMJD2E (human) inhibition | B2RXH2 | JMJD2E catalytic domain, FDH-coupled NADH fluorescence (FDH is formaldehyde dehydrogenase) | Potency, µM (titrated, usually from 57.1 µM), without a hit: at the top dose activity change, negative = inhibition, hits mostly inhibitors | hit rate 1.6% among 230,000; active means well fitted inhibition curve with a large enough effect, not every such curve was filed as active; inconclusive means small, poorly fitted or top-dose-only effect, or another doubt; inactive means no such curve, though single readings can be large or run the other way;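 further: 0% = wells with enzyme and -100% = buffer wells without enzyme; nearly all actives have a fitted effect of over 50% in size; many of its hits are not listed in these tables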
Numbers without * were called inactive; ? = inconclusive; . = not tested or not shown; [ ] = remark or other dose. Unless noted, the call rests on the fitted dose curve; in most records, active means well fitted curve in the direction sought with a large enough effect; inconclusive means small, poorly fitted or top-dose-only effect, or another doubt; inactive means no such curve, though single readings can be large; an effect the other way counts as inactive or inconclusive. Potency means the concentration at half of the fitted maximal effect.

GAA inh	aGlu spleen mod	SMN2 splice enh	ALDH1A1 inh	GAA glycogen	aGal spleen mod	GoLoco inh red	SMILES	JMJD2E inh
-1%	6%	-100%[inhibitor]	?	-11%	-9%	6%	COc1ccccc1C(=O)NNC1=C(C(=O)C(F)(F)F)CCC1	6%
-2%	6%	-1%	4%	-8%	5%	-5%	CN(C)CCCN1C(=O)CSC1c1ccc([N+](=O)[O-])cc1 (configuration not stated)	2%
-11%	-14%	-91%[inhibitor]	18µM*	14%	-3%	8%	Oc1c(C(Nc2cccc(C(F)(F)F)c2)c2ccncc2)ccc2cccnc12 (configuration not stated)	?
-2%	-5%	-21%	20µM*	-19%	1%	0%	Cc1cccnc1NCc1ccc(O)c2ncccc12	18µM*
-7%	3%	.	11%	-2%	6%	-9%	C/C(=C\c1ccc2c(c1)OCO2)C(=O)c1c(C)cc(C)[nH]c1=O	0%
4%	2%	17%	10%	-2%	-2%	13%	CC(=O)OCC1OC(OC(C)=O)C(NC(=O)c2cccnc2)C(OC(C)=O)C1OC(C)=O (configuration not stated)	-7%
-11%	-7%	11%	7%	-20%	-12%	-1%	COC(=O)C1=C(CSc2nc3ccccc3o2)NC(=O)NC1c1cc(C)ccc1C (configuration not stated)	5%
2%	-2%	.	-1%	3%	7%	4%	CCCCc1c(O)nc(SCC(=O)N2CCCCC2)n(-c2ccccc2C)c1=O	-2%
-6%	0%	-18%	-2%	0%	1%	12%	COC(=O)c1cccc(NC(=O)Cc2ccc(OC)cc2)c1C	-4%
0%	7%	12%	-4%	1%	2%	-1%	CC(=O)Nc1cccc(NC(=O)CS(=O)(=O)c2cn(CC(=O)N3CCOCC3)c3ccccc23)c1	3%
?	-9%	-12%	16%	-2%	-9%	-13%	CCCCN1C(=O)c2ccccc2C1C(=O)NC1CCCC1 (configuration not stated)	10%
-5%	7%	5.6µM*	-2%	1%	3%	10%	O=C(Nc1nnc(C2CC2)s1)C1COc2ccccc2O1 (configuration not stated)	-1%
-3%	3%	-20%	?	12%	3%	-3%	O=C(O)Cc1ccc(NC(=O)c2ccc(NC(=O)c3ccco3)cc2)cc1	-2%
-1%	1%	-9%	11%	2%	-5%	7%	CCOC(=O)CSc1nnc2n1C(C)(C)Cc1ccccc1-2	16%
-6%	-9%	2%	?	0%	-4%	-5%	CCOC(=O)C1CCCN(S(=O)(=O)Cc2ccccc2)C1 (configuration not stated)	-6%
-4%	2%	-33%[inhibitor]	?	-10%	3%	15%	CCOC(=S)SCc1cn2ccccc2n1	-19%
-7%	-11%	19%	22µM*	-1%	-17%	0%	CCOc1ccc(-n2c(N)c(C(=O)NCc3ccco3)sc2=S)cc1	-4%
.	-1%	.	-3%	-9%	3%	5%	CCOC(=O)C(C)Sc1cnccn1 (configuration not stated)	6%
-10%	-14%	-27%	?	-14%	3%	3%	CNc1cc([N+](=O)[O-])ccc1N/C=C/C(=O)c1cccs1	-1%
-4%	5%	?	2%	-6%	7%	-5%	Cc1ccc2[nH]c3c(=S)nc[nH]c3c2c1	4%

Reprinted from the entries so far (11 entries):
GAA inh	aGlu spleen mod	SMN2 splice enh	ALDH1A1 inh	GAA glycogen	aGal spleen mod	GoLoco inh red	SMILES	JMJD2E inh
0%	7%	12%	-4%	1%	2%	-1%	CC(=O)Nc1cccc(NC(=O)CS(=O)(=O)c2cn(CC(=O)N3CCOCC3)c3ccccc23)c1	3%
?	-9%	-12%	16%	-2%	-9%	-13%	CCCCN1C(=O)c2ccccc2C1C(=O)NC1CCCC1 (configuration not stated)	10%
-5%	7%	5.6µM*	-2%	1%	3%	10%	O=C(Nc1nnc(C2CC2)s1)C1COc2ccccc2O1 (configuration not stated)	-1%
-3%	3%	-20%	?	12%	3%	-3%	O=C(O)Cc1ccc(NC(=O)c2ccc(NC(=O)c3ccco3)cc2)cc1	-2%
-1%	1%	-9%	11%	2%	-5%	7%	CCOC(=O)CSc1nnc2n1C(C)(C)Cc1ccccc1-2	16%
-6%	-9%	2%	?	0%	-4%	-5%	CCOC(=O)C1CCCN(S(=O)(=O)Cc2ccccc2)C1 (configuration not stated)	-6%
-4%	2%	-33%[inhibitor]	?	-10%	3%	15%	CCOC(=S)SCc1cn2ccccc2n1	-19%
-7%	-11%	19%	22µM*	-1%	-17%	0%	CCOc1ccc(-n2c(N)c(C(=O)NCc3ccco3)sc2=S)cc1	-4%
.	-1%	.	-3%	-9%	3%	5%	CCOC(=O)C(C)Sc1cnccn1 (configuration not stated)	6%
-10%	-14%	-27%	?	-14%	3%	3%	CNc1cc([N+](=O)[O-])ccc1N/C=C/C(=O)c1cccs1	-1%
-4%	5%	?	2%	-6%	7%	-5%	Cc1ccc2[nH]c3c(=S)nc[nH]c3c2c1	4%

(continued)
GAA inh	aGlu spleen mod	SMN2 splice enh	ALDH1A1 inh	GAA glycogen	aGal spleen mod	GoLoco inh red	SMILES	JMJD2E inh
12%	-1%	-16%	-69%	?	-1%	6%	CC(C)c1ccc(NC(=S)NNC(=O)c2cccnc2)cc1	10%
2%	0%	-6%	-3%	6%	-2%	2%	Cc1cc(C)c(OCCOCCN(C)C)c(Br)c1	1%
0%	-2%	17%	2%	5%	4%	-2%	COc1cc(NC(=O)CCc2ccccc2)nc(OC)n1	0%
-5%	-1%	-1%	10%	0%	6%	0%	CC(=O)c1ccc(NC2OC(CO)C(O)C(O)C2O)cc1 (configuration not stated)	4%
8%	-8%	2%	2%	-20%	2%	-3%	COc1cccc(CNc2nn[nH]n2)c1OC	-4%
0%	4%	-1%	-10%	7%	-12%	-10%	O=C(CCn1c(=S)[nH]c2ccccc2c1=O)NCCCN1CCCC1=O	5%
-9%	-3%	-13%	-12%	-7%	-3%	6%	CCCCNC(=O)CCCCCNS(=O)(=O)c1ccc(OC)cc1	2%
-6%	-7%	.	1%	4%	-4%	-1%	COc1ccc(S(=O)(=O)N2CCC(C(=O)N3CCC(C(N)=O)CC3)CC2)cc1Cl	5%
-9%	4%	-13%	-103%	-12%	10%	-13%	Cc1ccc(C2CC(=O)NC(SCc3ccccc3)=C2C#N)o1 (configuration not stated)	6%
1%	-1%	-3%	25µM*	1%	-1%	6%	CN1CCN(c2nc3c(c(=O)[nH]c(=O)n3C)n2Cc2cccc3ccccc23)CC1	-8%
.	-1%[119 µM]	.	32µM*	.	-8%[119 µM]	-17%[88.7 µM]	C=C1c2ccccc2O[C@H](C(=O)OCC)[C@@H]1CCC(C)C (tested in a mixture with another compound)	.
-4%[15.4 µM]	11%	.	5%	0%	9%	1%	O=C(O)c1cc(Cl)nc2ccccc12	-3%
-3%	-4%	-5%	?	2%	9%	13%	CCCCCC(=O)N1CCN(CCN=CC2=C(O)CC(c3cccs3)CC2=O)CC1 (configuration not stated)	11%
5%	4%	-56%[inhibitor]	?	4%	2%	19%	O=C(CCNC(=O)c1ccco1)Nc1ccccc1N1CCOCC1	2%
3%	-4%	-1%	3%	6%	0%	12%	CNCc1cc(Br)c(OCC(=O)Nc2ccccc2OC)c(OC)c1	9%
0%	2%	13%	4%	-8%	2%	2%	CCC(=O)Nc1ccc(C(=O)Nc2c[nH]c(=O)[nH]c2=O)cc1	-11%
1%[15.4 µM]	-5%	.	1%	6%	-8%	11%	O=C(COC(=O)c1ccc(F)cc1)Nc1ccc(Cl)cn1	5%
8%	-11%	-8%	-6%	1%	-18%	1%	CCCOc1ccc(Cn2c(C)nc([N+](=O)[O-])c2SCC(O)COC)cc1[N+](=O)[O-] (configuration not stated)	0%
.	6%[17.4 µM]	-2%[9.22 µM]	2%[13.5 µM]	.	6%[17.5 µM]	-13%[14.2 µM]	C=CC1=C2C=C(C3CC3)N(CCCCO)C=C2C(=O)C(C)(OC(=O)c2ccco2)C1=O (configuration not stated)	?
-4%	-10%	.	-5%	14%	-7%	-14%	COc1ccc(C)cc1NC(=O)Nc1ccccc1SC	1%
0%	.	-2%	7%	5%	2%	12%	COC(C(=O)NNC(=O)CCc1ccccc1)c1ccccc1 (configuration not stated)	-3%
-8%	-10%	-1%	3%	-3%	14%	7%	Nc1c(C(=O)NCCc2ccccc2)nnn1Cc1ccc(Cl)cc1	5%
1%	-8%	.	-10%	17%	-2%	.	Cc1ccccc1NC(=O)/C(C#N)=C/c1ccsc1	-2%
-6%	-2%	-10%	-4%	-20%	-4%	7%	O=C(COc1ccccc1C(=O)NCC1CCCO1)Nc1ccc(Br)cc1 (configuration not stated)	3%
-9%	-8%	-13%	-7%	0%	3%	1%	COc1ccc(-c2nnn(CC(=O)N(CC(=O)NC3CCCC3)c3cccc(C)c3)n2)cc1OC	1%
0%	-6%	16%	-4%	-11%	-8%	-2%	O=C(NCCCN1CCN(CCCNC(=O)c2ccccc2F)CC1)c1ccccc1F	5%
-11%	0%	-13%	-3%	-2%	0%	3%	COc1ccc(NC(=O)C2CC(=O)NC3=C2C(=O)CC(C)(C)C3)cc1 (configuration not stated)	2%
-3%	3%	.	2µM*	-2%	9%	0%	Cc1cc(Br)c(OCC(=O)NN)c2c1CCC2	0%
0%	-2%	?	7%	-3%	-12%	9%	COC(=O)c1ccc(C2OCC(C)(C)CO2)cc1	-1%
.	4%	.	.	3%	7%	8%	Cc1ccc2c(c1)COc1c3ccc(C(=O)NCC4CC4)cc3nn1-2	?
?	-7%	-7%	10µM*	3%	-9%	26%	CCNc1ccccc(C(=O)/C=C/c2ccc3c(c2)OCO3)c1=O	20µM*
2%	0%	-5%	-2%	-20%	2%	20%	COc1ccc(CCNC(=O)c2ccccc2N(C)S(=O)(=O)c2ccccc2)cc1	-5%
-3%	-16%	-3%	4%	3%	-20%	-1%	Cn1c(SCC(=O)NC(=O)CN2CCCC2=O)nnc1-c1ccc(F)cc1	1%
6%	-3%	14µM*	?	-3%	1%	14%	CC1(C)CC(=O)C(N=Nc2ccc(Cl)cc2)=C(O)C1	8%
12%	4%	11%	?	-5%	9%	-2%	COc1ccc(NC(=O)N2c3ccc(OC)cc3C(C)=CC2(C)C)cc1	?

A portion of the library; count on the stated rates, not on these rows.
